XiGFP reactiv = reactivates the inactive X chromosome in mouse fibroblasts | activation, % at 7.58 µM | XiGFP mouse fibroblasts, % GFP-positive cells imaging, 3 d; cells co-treated with 5-aza-dC sensitizer; scaled so ellipticine positive control = 100% | 360,000 compounds, 0.055% hits;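 active means mean normalized replicate activation at least 10% and every replicate at or above 10%; inconclusive means only one of the two criteria met; inactive means mean below 10% and not all replicates reach 10%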;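 further: 0% = median of on-plate neutral control wells and 100% = ellipticine 6 µM median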
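System: XiGFP fibroblasts, SV40-immortalized. Medium: DMEM plus 5-aza-dC sensitizer. Doses: single point. Timing: 3 d treatment, 15 min room-temperature fixation. Control set: ellipticine 6 µM.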
EWS-Fli inh = EWS/Fli transcriptional activity inhibition. A673 NR0B1-luciferase reporter, viability-normalised. inhibition, % at 12.6 µM. 350,000 compounds, 0.67% hits;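 active means mean inhibition of at least 50% after viability correction, with every replicate also passing that limit; inconclusive means mean reaches 50% but only one of two replicates passes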;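 further: firefly luciferase signal divided by Alamar Blue viability fluorescence both relative to DMSO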
FN deposit inh = fibronectin deposition inhibition. AH1F fibroblasts, Alexa488-fibronectin deposition fluorescence, overnight. inhibition, % at 12.6 µM. 350,000 compounds, 0.086% hits. AID 743247;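 active means mean inhibition across replicates of 30% or more, regardless of how many single replicates reach that level; inconclusive means mean under 30% yet at least half of replicates reach 30%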;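 further: positive control wells lacked labelled fibronectin entirely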
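Assay system: AH1F fibroblast monolayer, labelled fibronectin deposition. Amount: 10000 cells per well. Also added: labelled fibronectin 24 nM. Compound: single-point pinned compound. Incubation: cell attachment 1 h, compound and FN exposure overnight. Detection: fluorescence after three HBSS washes, excitation 485 nm, emission 525 nm. Read-out: inhibition of fibronectin deposition signal.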
RAD52 anneal inh = inhibitors of human RAD52 DNA annealing | inhibition, % at 18.7 µM | recombinant RAD52 DNA annealing, FRET fluorescence | P43351 | AID 651710 | 360,000 compounds, 0.46% hits;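 active means every replicate showing at least 50% inhibition; inconclusive means mean inhibition at least 50% but not in every replicate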
Target sequence (P43351 whole entry, looked up): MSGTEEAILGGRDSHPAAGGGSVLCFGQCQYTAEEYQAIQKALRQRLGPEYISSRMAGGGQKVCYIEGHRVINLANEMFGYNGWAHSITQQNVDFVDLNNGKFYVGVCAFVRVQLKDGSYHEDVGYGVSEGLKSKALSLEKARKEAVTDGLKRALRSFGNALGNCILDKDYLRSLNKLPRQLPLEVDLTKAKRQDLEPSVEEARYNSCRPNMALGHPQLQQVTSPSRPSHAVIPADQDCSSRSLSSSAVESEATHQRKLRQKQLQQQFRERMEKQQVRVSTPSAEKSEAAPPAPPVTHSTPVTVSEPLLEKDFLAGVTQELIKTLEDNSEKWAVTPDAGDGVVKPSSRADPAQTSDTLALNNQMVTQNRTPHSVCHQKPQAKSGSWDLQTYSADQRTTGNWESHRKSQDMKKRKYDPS
E-selectin induc = E-selectin induction on HUVECs; P16581; HUVEC E-selectin immunofluorescence imaging; normalized: neutral wells 0, TNF-alpha wells 100; activation, % at 7.58 µM; 260,000 compounds, 0.37% hits; AID 686992;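 active means mean E-selectin-positive cell signal at least 10% of the positive control, reached in at least 60% of replicates, without over 20% cell loss; inconclusive means no rule given, readout overlaps actives, possibly toxicity-flagged; inactive means the rest, including those meeting only one limit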;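 further: in these data hits start at about 27%; measured in HUVEC primary endothelial cells; signal is the percent of cells scored E-selectin positive by PE staining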
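assay system = HUVEC, human umbilical vein endothelial cells | input = 3,000 HUVEC seeded per well | medium = EGM-2 growth medium on 0.1% gelatin-coated wells | dosing = one compound dose added by pin transfer | signal = immunofluorescence imaging | read-out basis = % PE-positive cells | control set = TNF-alpha, DMSO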
esBAF inh = blocks esBAF chromatin remodeling in mouse ES cells; AID 602393; Bmi1-luciferase knock-in reporter, 24 h; 100% = twice the neutral-well signal; 350,000 compounds, 2% hits; reporter increase, % at 12.5 µM; in the data active means activation above about 40%; inconclusive means no clear call, values can overlap the other calls;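 further: 0% = median of the plate's neutral control wells and 100% = double that signal; a rise in the Bmi1 reporter signal indicates esBAF inhibition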
S100A4 inh HTS = blocks human S100A4 binding to myosin IIA peptide | S100A4/TAMRA-MyoIIA peptide fluorescence polarization | P26447 | inhibition, % at 10.7 µM | 360,000 compounds, 0.14% hits;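 active means mean inhibition of at least 70% across replicates, with every replicate also reaching that level; inconclusive means mean inhibition reaches 70% but some replicates fall short; inactive means mean inhibition below 70%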
Target sequence (P26447 whole entry, looked up): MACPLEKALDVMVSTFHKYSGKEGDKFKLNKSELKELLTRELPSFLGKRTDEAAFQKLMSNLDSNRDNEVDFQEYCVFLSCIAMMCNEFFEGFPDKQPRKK
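Assay system: human S100A4 monomer with TAMRA-labelled myosin IIA peptide / Buffer or medium: Calcium-containing HEPES buffer, pH 7.2 / Reagent: TAMRA-labelled myosin IIA heavy-chain peptide probe, 5 nM / Compound: one dose per compound / Timing: polarization read 5 min after assay mix addition, stable 5–60 min / Benchmarks: neutral control DMSO, positive control TFP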
RAD54 inh = RAD54 (human) branch migration inhibition; Q92698; RAD54 Holliday junction branch migration, FAM/BHQ fluorescence; AID 602329; 360,000 compounds, 0.14% hits; inhibition, % at 10.4 µM;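 active means mean normalized replicate activity at least 40 and at least half of replicates scoring 40 or more; inconclusive means only one of the two criteria met; inactive means mean below 40 and under half of replicates reaching 40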;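 further: 0% = median of neutral control wells and 100% = median of positive control wells; inhibitors cause a drop in the FAM fluorescence signal; in these data hits start at about 50%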
* marks the source's active call; other numbers are inactive results; ? = inconclusive; · = not tested or not shown. The order is random. About 3% of those tested had a hit in this group.

SMILES	XiGFP reactiv	EWS-Fli inh	FN deposit inh	RAD52 anneal inh	E-selectin induc	esBAF inh	S100A4 inh HTS	RAD54 inh
C[C@H]1CN([C@@H](C)CO)C(=O)c2c(c3ccccc3n2C)-c2ccccc2CO[C@@H]1CN(C)S(=O)(=O)c1cccs1	-0.8	10	-21	-2	-1.2	-2	-14	-10
C[C@@H]1CN([C@@H](C)CO)C(=O)c2cccc(NC(=O)c3ccncc3)c2O[C@@H]1CN(C)Cc1ccccc1	0.0	1	·	-10	0.0	4	-8	2
COc1cccc(N2CC(NC(=O)C(=O)c3c(C)[nH]c4ccccc34)CC2=O)c1 (stereo not given)	0.0	3	-1	-2	0.3	·	1	·
Cc1ccc(C(C)NC(=O)C23CC4CC(CC(C4)C2)C3)cc1 (stereo not given)	0.1	7	1	-6	0.0	·	-8	·
CCc1csc(N2[C@H](C#N)[C@H](c3ccc(C#Cc4ccc(F)cc4)cc3)[C@H]2CO)n1	0.0	?	-12	-64	-0.1	-52	14	3
O=C1CC(c2ccccc2F)c2c(c3ccccc3[nH]c2=O)O1 (stereo not given)	0.1	-17	3	-19	·	-5	-9	·
COc1ccc(OCC(=O)N/N=C/c2cccn2-c2cccc(C(=O)O)c2)cc1	0.0	0	·	-31	·	-5	-2	-4
Cc1ccc(S(=O)(=O)Nc2ccc3c(c2)C(=O)N([C@H](C)CO)C[C@H](C)[C@H](CN(C)Cc2ccc(C(=O)Nc4ccccc4N)cc2)OCCCC[C@@H](C)O3)cc1	0.0	9	-12	0	·	·	-6	·
COc1ccccc1N1CCN(C(c2cccs2)C(C)NC(=O)c2ccncc2)CC1 (stereo not given)	0.0	-1	7	10	0.0	-1	-1	-3
C[C@@H]1CN([C@H](C)CO)C(=O)c2cc(NS(=O)(=O)c3ccc(F)cc3)ccc2O[C@@H](C)CCCCO[C@@H]1CN(C)S(=O)(=O)c1cccs1	0.0	12	-18	-24	·	1	-13	-2
Cc1ccc(-c2cc(C(=O)OC3CCOC3=O)c3ccccc3n2)c(C)c1 (stereo not given)	0.2	19	-13	-32	1.3	-6	1	-12
C[C@H]1CN([C@@H](C)CO)C(=O)Cc2cc(NC(=O)Cc3ccccc3)ccc2O[C@H]1CN(C)CC1CCCCC1	0.2	2	·	3	-0.3	-2	-6	3
O=C(O)CC(NC(=O)Cc1ccc(Cl)cc1)c1ccco1 (stereo not given)	0.0	-16	·	-2	·	·	-3	·
CO[C@H]1CN(C)C(=O)c2cc(NC(=O)Nc3cccc(F)c3)ccc2OC[C@@H](C)N(C(C)=O)C[C@@H]1C	0.5	9	-9	-12	-0.2	-3	-7	-4
Cc1cc(-c2ccc(S(=O)(=O)N3CCN(c4ccc(F)cc4)CC3)s2)on1	0.2	3	16	-8	·	-1	-3	-4
Cc1cccc(C)c1-n1nnnc1C1c2ccccc2C(=O)N1CCCn1ccnc1 (stereo not given)	0.0	5	1	-3	-0.4	·	-5	·
CCOC(=O)c1ccc(S(=O)(=O)N2CCN(C(=O)c3nn(C)c(=O)c4ccccc34)CC2)cc1	0.0	10	-3	-1	·	·	-3	·
Cc1ccc(S(=O)(=O)N[C@H]2CC[C@@H](CCn3cc(-c4cccc(F)c4)nn3)O[C@H]2CO)cc1	0.1	21	1	-5	0.0	16	-14	4
COc1ccc(NC(=O)N[C@@H]2CC[C@H](CCNC(=O)Nc3cc(F)ccc3F)O[C@H]2CO)cc1	-0.1	·	-5	-7	-0.4	10	1	-6
C[C@@H]1CN([C@@H](C)CO)C(=O)c2cccc(NC(=O)C3CCCCC3)c2O[C@@H]1CN(C)Cc1ccc(C(=O)O)cc1	0.1	4	·	-5	2.3	-4	12	5
Cc1ccc(S(=O)(=O)N2C[C@H]3N(C(=O)OC(C)C)N(C(=O)OC(C)C)C[C@H](OC(=O)Nc4cccs4)[C@@]3(O)C2)cc1	0.3	14	-6	-6	·	6	-3	2
O=C1N/C(=C/c2cccs2)C(=O)N1Cc1ccc(Br)cc1	0.1	5	·	2	·	·	-2	·
COc1ccccc1CN1Cc2ccccc2Oc2ccccc2S1(=O)=O	0.1	-2	5	-9	3.2	·	-5	·
Cc1nc2ccccc2c(=O)n1/N=C/c1ccc2ccccc2c1O	-0.2	5	-1	-19	0.3	·	-2	·
CCc1nc2ccc(C(=O)NC3CCN(Cc4ccccc4)CC3)cn2c1N(CC)CCOC	0.1	0	-1	-1	-1.6	-2	-3	-5
CCC(NC(=O)CCc1ccccc1)c1ccccc1 (stereo not given)	0.0	-9	-5	-14	·	·	2	·
COc1ccc(Br)cc1C1Nc2cccc3cccc(c23)N1	0.0	6	5	-6	·	5	-6	-3
C[C@@H]1CCCCO[C@@H](CN(C)C(=O)Nc2ccc(F)cc2)[C@@H](C)CN([C@@H](C)CO)C(=O)c2cc(NC(=O)Nc3ccc(C(F)(F)F)cc3)ccc2O1	0.2	-2	·	-5	0.2	·	-35	·
C[C@@H]1CN([C@@H](C)CO)S(=O)(=O)c2ccc(-c3cncnc3)cc2O[C@H]1CN(C)C(=O)NC1CCCC1	0.0	4	-11	-2	0.0	5	18	-5
CCc1cccc(C)c1NC(=O)CCNC(=O)c1cccc(C)c1	0.1	2	2	-10	·	6	-4	-5
CCn1c(CNC(=O)c2cccc(C)c2)nc2ccccc21	-0.1	-4	-2	12	3.1	-5	-3	6
c1ccc2c(-c3cccc4nccn34)cncc2c1	0.1	0	-5	-7	0.0	-6	-9	-6
CC(C)NC(=O)N[C@@H]1CC[C@H](CCNC(=O)C2CCOCC2)O[C@H]1CO	0.0	5	13	4	-0.3	1	-4	0
C/C=C/c1ccc([C@@H]2[C@H](CO)N(C(=O)c3ccccn3)C23CN(CCC(F)(F)F)C3)cc1	0.1	2	-17	3	0.2	·	14	·
CN(CC(=O)Nc1ccccc1Cl)C(=O)COC(=O)/C=C/c1cccs1	-0.1	-6	-2	-10	·	1	0	-8
Cc1ccc(S(=O)(=O)Nc2ccc3c(c2)C(=O)N([C@H](C)CO)C[C@@H](C)[C@H](CN(C)C)OCCCC[C@H](C)O3)cc1	0.3	1	1	-41	-0.2	-2	13	-1
Nc1[nH]c(C(=O)c2ccc(Br)cc2)c(-c2ccc3c(c2)OCO3)c1C(=O)NCCc1c[nH]c2ccccc12	-0.2	3	2	10	0.0	·	-4	·
CCc1nnc(NC(=O)CSc2nc3[nH]c(=O)cc(O)c3s2)s1	0.2	-2	4	-63	0.1	3	-5	6
COC(=O)c1cc(C(=O)OCC(=O)Nc2ccccc2OC(F)F)cc([N+](=O)[O-])c1	0.0	-9	1	-13	0.4	6	-6	·
COc1ccc2nc(NC(=O)c3ccc(NC(=O)C4CCCO4)cc3)sc2c1 (stereo not given)	0.0	-23	4	-5	-0.1	13	-3	-8
COC(=O)C1=C(C)N(Cc2cccc(C(F)(F)F)c2)C(=NCc2ccc3c(c2)OCO3)NC1c1cccc(F)c1 (stereo not given)	-0.1	45	-1	-9	0.0	·	0	·
CC(=O)N/C(=C\c1ccccc1)C(=O)OCC(=O)NC1CCS(=O)(=O)C1 (stereo not given)	0.0	2	-3	-6	0.2	-3	-2	-12
O=C(CNC(=O)OCc1ccccc1)NCC(=O)NC(Cc1c[nH]c2ccccc12)C(=O)O (stereo not given)	1.3	15	10	-23	-0.1	-1	-7	1
COc1ccc(S(=O)(=O)N(C)C[C@@H]2OCCCC[C@@H](C)Oc3ccc(NS(=O)(=O)c4ccc(Cl)cc4)cc3C(=O)N([C@H](C)CO)C[C@@H]2C)cc1	0.0	8	2	9	0.0	·	-10	·

Of the compounds above, 11 have fluorine:
SMILES	XiGFP reactiv	EWS-Fli inh	FN deposit inh	RAD52 anneal inh	E-selectin induc	esBAF inh	S100A4 inh HTS	RAD54 inh
CCc1csc(N2[C@H](C#N)[C@H](c3ccc(C#Cc4ccc(F)cc4)cc3)[C@H]2CO)n1	0.0	?	-12	-64	-0.1	-52	14	3
O=C1CC(c2ccccc2F)c2c(c3ccccc3[nH]c2=O)O1 (stereo not given)	0.1	-17	3	-19	·	-5	-9	·
C[C@@H]1CN([C@H](C)CO)C(=O)c2cc(NS(=O)(=O)c3ccc(F)cc3)ccc2O[C@@H](C)CCCCO[C@@H]1CN(C)S(=O)(=O)c1cccs1	0.0	12	-18	-24	·	1	-13	-2
CO[C@H]1CN(C)C(=O)c2cc(NC(=O)Nc3cccc(F)c3)ccc2OC[C@@H](C)N(C(C)=O)C[C@@H]1C	0.5	9	-9	-12	-0.2	-3	-7	-4
Cc1cc(-c2ccc(S(=O)(=O)N3CCN(c4ccc(F)cc4)CC3)s2)on1	0.2	3	16	-8	·	-1	-3	-4
Cc1ccc(S(=O)(=O)N[C@H]2CC[C@@H](CCn3cc(-c4cccc(F)c4)nn3)O[C@H]2CO)cc1	0.1	21	1	-5	0.0	16	-14	4
COc1ccc(NC(=O)N[C@@H]2CC[C@H](CCNC(=O)Nc3cc(F)ccc3F)O[C@H]2CO)cc1	-0.1	·	-5	-7	-0.4	10	1	-6
C[C@@H]1CCCCO[C@@H](CN(C)C(=O)Nc2ccc(F)cc2)[C@@H](C)CN([C@@H](C)CO)C(=O)c2cc(NC(=O)Nc3ccc(C(F)(F)F)cc3)ccc2O1	0.2	-2	·	-5	0.2	·	-35	·
C/C=C/c1ccc([C@@H]2[C@H](CO)N(C(=O)c3ccccn3)C23CN(CCC(F)(F)F)C3)cc1	0.1	2	-17	3	0.2	·	14	·
COC(=O)c1cc(C(=O)OCC(=O)Nc2ccccc2OC(F)F)cc([N+](=O)[O-])c1	0.0	-9	1	-13	0.4	6	-6	·
COC(=O)C1=C(C)N(Cc2cccc(C(F)(F)F)c2)C(=NCc2ccc3c(c2)OCO3)NC1c1cccc(F)c1 (stereo not given)	-0.1	45	-1	-9	0.0	·	0	·

Compound activity as filed in PubChem BioAssay.
